Compound activity deposited in PubChem BioAssay by several laboratories.
bIAP activator – intestinal alkaline phosphatase (bovine) activation | 0.17% of 200,000 active | purified bovine IAP, CDP-star luminescence, 30 min; active compounds read high; fold of DMSO-control signal, blank-subtracted | activation factor at 20 µM;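 active means activation factor of 2 or more at 20 µM, a signal rise over negative controls twice the positive control's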
TNAP inh hi DEA – blocks human TNAP under high phosphate acceptor concentration; P05186; purified TNAP, CDP-star luminescence, 1 M DEA; inhibition, % at 20 µM; 0.03% of 200,000 active;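 active means over 50% inhibition of tissue-nonspecific alkaline phosphatase at 20 µM in the single-dose screen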;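 further: plate controls were DMSO wells for no effect and EDTA-quenched wells as full inhibition for full effect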
Target sequence (P05186 whole entry, looked up): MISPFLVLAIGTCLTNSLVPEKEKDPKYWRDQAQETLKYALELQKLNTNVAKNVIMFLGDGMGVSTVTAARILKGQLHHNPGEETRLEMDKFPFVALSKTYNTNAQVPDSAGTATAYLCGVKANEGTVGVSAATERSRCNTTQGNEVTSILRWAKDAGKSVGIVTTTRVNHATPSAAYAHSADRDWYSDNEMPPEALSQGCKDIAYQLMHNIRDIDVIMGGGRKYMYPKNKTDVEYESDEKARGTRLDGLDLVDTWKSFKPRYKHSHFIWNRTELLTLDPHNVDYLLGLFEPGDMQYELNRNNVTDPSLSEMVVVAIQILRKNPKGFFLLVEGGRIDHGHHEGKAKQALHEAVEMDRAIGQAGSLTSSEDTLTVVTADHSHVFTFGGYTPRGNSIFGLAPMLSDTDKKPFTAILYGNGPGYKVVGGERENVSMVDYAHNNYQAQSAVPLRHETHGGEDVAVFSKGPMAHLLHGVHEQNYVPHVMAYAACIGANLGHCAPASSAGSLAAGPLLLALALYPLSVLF
TNAP inh no acc – inhibitors of human TNAP without phosphate acceptor; AID 1012; P05186; 0.26% of 200,000 active; purified TNAP, CDP-star luminescence, 30 min; inhibition, % at 20 µM;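 active means tissue-nonspecific alkaline phosphatase inhibition above about 50% at 20 µM in the single-dose screen, limit read from the data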;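 further: 0% = DMSO negative control and 100% = EDTA positive control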
PPARg SRC2 recr – agonists of SRC-2 recruitment by human PPARgamma; activation, % at 8 µM; 0.34% of 200,000 active; PPARgamma LBD-SRC-2 recruitment, biochemical; in the data active means activation above about 22%;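 further: 0% = vehicle and 100% = reference agonist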
Target sequence (P37231 whole entry, looked up, the tested form may be a part): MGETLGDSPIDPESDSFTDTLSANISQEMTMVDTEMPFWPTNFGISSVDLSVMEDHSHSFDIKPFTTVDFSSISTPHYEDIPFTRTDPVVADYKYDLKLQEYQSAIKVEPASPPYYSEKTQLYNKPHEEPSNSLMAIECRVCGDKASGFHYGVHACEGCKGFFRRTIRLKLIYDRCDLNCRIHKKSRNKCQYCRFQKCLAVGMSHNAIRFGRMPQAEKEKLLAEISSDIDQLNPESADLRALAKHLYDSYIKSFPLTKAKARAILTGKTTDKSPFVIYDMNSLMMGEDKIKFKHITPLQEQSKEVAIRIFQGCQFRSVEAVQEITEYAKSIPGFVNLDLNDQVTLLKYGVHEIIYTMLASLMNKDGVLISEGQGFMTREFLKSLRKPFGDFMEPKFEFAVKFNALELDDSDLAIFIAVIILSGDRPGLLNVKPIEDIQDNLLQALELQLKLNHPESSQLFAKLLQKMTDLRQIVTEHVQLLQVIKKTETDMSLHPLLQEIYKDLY
Efa HMGR inh – blocks class II HMG-CoA reductase of Enterococcus faecalis | purified E. faecalis HMGR, NADPH absorbance 340 nm kinetic | AID 1066 | 0.41% of 190,000 active | inhibition, % at 10 µM;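 active means inhibition above a set limit, the median over all tested compounds plus 3 SD, cut at about 9.5% in these data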;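 further: enzyme runs in reverse so mevalonate oxidation gives rising NADPH absorbance; 0% = complete reaction with DMSO and 100% = background rate lacking mevalonate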
bIAP inh – blocks bovine intestinal alkaline phosphatase activity | purified bovine IAP, CDP-star luminescence, 30 min | inhibition, % at 20 µM | 190,000 tested, under 10 active | AID 1019;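 active means over 50% inhibition of intestinal alkaline phosphatase at 20 µM in the single-dose screen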
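System: purified bovine intestinal alkaline phosphatase (IAP) enzyme; Input: IAP diluted 1/65,000,000 in the well; Measured by: CDP-star luminescence signal; Compound dosing: 20 µM single dose; Incubation: 30 min reaction at room temperature.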
PPARg SRC-1 ag – promotes SRC-1 coactivator recruitment by human PPARgamma; 0.41% of 200,000 active; PPARgamma-SRC-1 coactivator recruitment biochemical assay; P37231; activation, % at 8 µM; in the data active means activation above about 19%;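 further: 0% = DMSO and 100% = reference agonist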
PPARg SRC3 recr – promotes SRC-3 coactivator recruitment by human PPARgamma; activation, % at 8 µM; 0.26% of 200,000 active; P37231; biochemical PPARgamma/SRC-3 coactivator recruitment assay; in the data active means activation above about 23%;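 further: 0% = DMSO and 100% = reference agonist; some compounds past the cut are filed as inactive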
TR-FRET SRC-2 ct – TR-FRET artefact, counter-screen to PPARgamma/SRC-2 agonist assay; active compounds read high; AID 1049; TR-FRET ratio at 8 µM; 0.4% of 200,000 active; in the data active means TR-FRET ratio above about 2000; further: inactives centre near 1500; reference of the scale not given here
TNAP act hiacc – TNAP (human) activation, high acceptor; P05186; purified TNAP, CDP-star luminescence, 1 M DEA, 30 min; active compounds read high; 0 = EDTA background, 1 = DMSO-only activity; activation factor at 20 µM; 200,000 tested, under 10 active; AID 1136;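 active means activation factor at least 2 at 20 µM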
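Test system – human TNAP · Doses – 20 µM single point · Incubation – 30 min, room temperature · Signal – luminescent substrate turnover signal · Read-out basis – activation factor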
Active calls of the source: *; x = no result given.

SMILES	bIAP activator	TNAP inh hi DEA	TNAP inh no acc	PPARg SRC2 recr	Efa HMGR inh	bIAP inh	PPARg SRC-1 ag	PPARg SRC3 recr	TR-FRET SRC-2 ct	TNAP act hiacc
Cc1ccsc1-c1nc(CSCC(=O)N2CCN(c3ccccc3)CC2)c(C)o1	1.1	-4	-15	-4	-4	-9	-5	-2	1594	1
Cn1c(C(=O)Nc2ccccc2)cc2sccc21	0.8	-5	-16	2	2	19	-9	0	1364	1.1
CC(C)N(C)C1CCN(C(=O)Nc2ccc(Cl)c(Cl)c2)CC1	0.9	-3	-10	-2	-7	7	3	2	1651	1
CCC1=Nc2ccccc2-c2nnc(SC)nc2O1	0.9	2	-3	7	-4	10	-1	0	1524	1
CCOC(=O)c1ccccc1NC(=O)CSc1nc2ccccc2o1	0.8	-5	-6	4	-6	19	0	1	1418	1.1
O=c1c2ccccc2nnn1CSc1ccc2ccccc2n1	1.1	-6	6	-14	-5	-8	2	-5	1509	1.1
CCn1nnnc1SCC(=O)c1ccc(NC(C)=O)cc1	0.9	-7	-7	9	5	7	-1	-11	1732	1.1
CCN(CC)S(=O)(=O)c1cccc(C(=O)N/N=C(\C)c2ccc(O)cc2O)c1	1.2	2	-168	-1	2	-16	5	0	1415	1
O=C1N(c2cccc(Cl)c2)C(c2ccccc2)N2CCCN12 (stereo not drawn)	1	2	-3	4	-8	0	-6	-1	1545	1
Clc1cccc(-c2nn3c(Cn4cnc5ccccc54)nnc3s2)c1	0.9	1	-1	4	-2	14	6	2	1421	1
CNC(=O)Nc1cccc(NC(=O)NC)n1	1.1	-2	-6	-1	-6	-8	8	-1	1432	1
CC(O)CNCCNCc1cccs1 (stereo not drawn)	0.9	0	-5	7	3	8	-1	4	1427	1
CCOc1cc(C(=O)NC(=S)Nc2cccnc2)cc(OCC)c1OCC	0.8	-5	16	-1	0	16	-5	2	1563	1
O=C(NC(=S)N1CCN(c2ccc([N+](=O)[O-])cc2)CC1)c1ccc(F)cc1	1.1	8	0	-10	-5	-11	5	3	1652	0.9
CCOC(=O)c1ccc(NC(=O)N2CCN(c3ccccc3OC)CC2)cc1	1.1	0	-7	6	-4	-8	5	7	1591	1
C=CCSc1n[nH]c2nc3c(c(=O)n12)C1(CCCC1)Cc1ccccc1-3	1.1	-7	-10	12	-1	-9	6	9	1663	1.1
C=CCn1c(SCc2nc3ccccc3nc2C)nnc1-c1ccoc1C	1.1	-4	-6	2	2	-10	-1	-14	1419	1
O=C(CSc1nnc(Cc2ccccc2)n1C1CCCCC1)N1CCOCC1	1.1	2	2	-2	-3	-12	-7	-8	1518	1
CC(C)N1C(=S)SC2CS(=O)(=O)C=C21 (stereo not drawn)	0.8	-3	-12	13	1	20	7	7	1931	1
CCC(c1nnnn1C(C)(C)C)N1CCN(c2cc(Cl)ccc2C)CC1 (stereo not drawn)	1	-6	-10	1	0	-5	3	1	1525	1.1

Full records, quoted from the list.
`Cn1c(C(=O)Nc2ccccc2)cc2sccc21` as listed: bIAP activator = 0.8; TNAP inh hi DEA = -5; TNAP inh no acc = -16; PPARg SRC2 recr = 2; Efa HMGR inh = 2; bIAP inh = 19; PPARg SRC-1 ag = -9; PPARg SRC3 recr = 0; TR-FRET SRC-2 ct = 1364; TNAP act hiacc = 1.1
`CNC(=O)Nc1cccc(NC(=O)NC)n1` as listed: bIAP activator = 1.1; TNAP inh hi DEA = -2; TNAP inh no acc = -6; PPARg SRC2 recr = -1; Efa HMGR inh = -6; bIAP inh = -8; PPARg SRC-1 ag = 8; PPARg SRC3 recr = -1; TR-FRET SRC-2 ct = 1432; TNAP act hiacc = 1

Additional compounds:
SMILES	bIAP activator	TNAP inh hi DEA	TNAP inh no acc	PPARg SRC2 recr	Efa HMGR inh	bIAP inh	PPARg SRC-1 ag	PPARg SRC3 recr	TR-FRET SRC-2 ct	TNAP act hiacc
Cn1c(NCCCO)nc2c1c(=O)n(Cc1ccccc1F)c(=O)n2C	0.9	-5	-11	14	0	8	12	15	1699	1
O=C(O)/C=C/C(=O)N(Cc1ccc2c(c1)OCO2)C1CC(=O)N(CCc2ccccc2)C1=O (stereo not drawn)	1	-5	-12	5	1	-4	11	3	1631	1
N#Cc1c(/N=C/c2cccs2)sc2c1CCCCC2	0.5	5	2	16	-2	x	18	8	1423	0.9
O=C1CCCC2=C1C(c1ccccc1)CC(=O)N2c1ccccc1 (stereo not drawn)	0.9	-9	-12	6	-1	6	7	1	1494	1.1
COC(=O)c1ccccc1NC(=O)Nc1ccc2c(c1)OCO2	0.9	-9	-22	6	-1	13	2	2	1540	1.1
CCCCNC(=O)CCCCC(=O)N/N=C/c1ccccc1Cl	1	-2	-12	0	-4	3	-5	0	1543	1
CC(C)C(=O)c1cn(CC(=O)NCC2CCCO2)c2ccccc12 (stereo not drawn)	1	-3	-10	-3	-6	-5	2	7	1479	1
O=C1/C(=C/Nc2cccc([N+](=O)[O-])c2)CCc2ccccc21	0.9	4	-10	3	-3	6	11	2	1401	1
Cc1c(NC(=O)CN2CCCC(C)C2)ccc2nsnc12 (stereo not drawn)	0.8	-4	-15	4	1	20	2	2	1652	1
Cc1c(C(=O)N2c3ccccc3Sc3ccccc32)cccc1[N+](=O)[O-]	1	-8	4	11	-4	3	8	-2	1693	1.1
NS(=O)(=O)c1ccc(NC(=O)COC(=O)c2ccc3c(c2)OCCO3)cc1	1	0	-6	1	-3	-1	1	2	1648	1
O=C(NN=C(Cc1ccccc1)Cc1ccccc1)C1CC1	1.1	-4	-6	5	0	-7	2	2	1680	1
CCOC(=O)/C(N=Nc1ccc(Cl)cc1)=C(/O)c1ccc([N+](=O)[O-])cc1	0.8	-2	-9	3	1	18	7	-2	1417	1
Cn1c(C(=O)O)c(CC(=O)Nc2ccc3c(c2)OCCO3)c2ccccc21	1	-2	-10	1	-4	-3	-4	1	1548	1
COc1ccc(/C=C2\SC(N3CCc4ccccc4C3)=NC2=O)cc1	1.1	-5	-1	8	-11	-8	-2	1	1646	1
COCCNC(=S)N(CCc1c(C)[nH]c2ccc(C)cc12)Cc1cc(OC)c(OC)c(OC)c1	1.2	0	8	-4	0	-15	0	-3	1376	1
COc1ccccc1/C=C/C=N/NC(=O)CCC1C(=O)NN=C1C (stereo not drawn)	0.7	0	-6	-3	2	25	-3	2	1447	1
CCOC(=O)N1CCC(N2C(=O)c3ccc(C(=O)Nc4ccc(F)cc4F)cc3C2=O)CC1	0.9	-3	8	8	-13	14	3	-2	1633	1
CCCN1C(=O)SC(CC(=O)Nc2ccc(Br)cc2)C1=O (stereo not drawn)	0.7	0	3	13	-4	30	-8	-5	1597	1
O=c1oc(-c2ccccc2)nc2c1C1(CCCCC1)Cc1ccccc1-2	0.8	-2	-7	-2	-4	18	2	8	1545	1
CCOC(=O)N1CCN(c2c(NCCCOC(C)C)c(=O)c2=O)CC1	0.9	0	-8	7	5	6	10	4	1722	1
Clc1ccc(SCc2cc(Cl)nc(-c3ccccc3)n2)cc1	x	x	x	1	x	x	-4	0	1329	x
Cc1cccc(NC(=O)CNC(=O)COc2cc(F)ccc2[N+](=O)[O-])c1C	1.1	1	-5	4	-4	-11	7	-2	1859	1
CCCCCCn1c(O)c(/C=C2\C=NN=C2c2ccccc2)sc1=S	1	0	-49	11	-5	-2	4	7	1618	1
Cc1ccc(/C=N/NC(=O)CSc2nnc(-c3ccc(Cl)cc3)n2-c2ccc(Cl)cc2)o1	0.9	2	-12	12	-1	9	10	4	1484	1
CCCN(CC1CC1)C(=S)NC(=O)c1ccc(S(=O)(=O)N2CCOCC2)cc1	1	-8	-16	-2	-1	3	15	5	1483	1.1
COCCn1c(=S)[nH]c2ccccc21	1.1	2	-18	9	-5	-13	3	0	1670	1
Cc1ccccc1CN1CCc2c(OCC(=O)N3CCCCC3)cccc2C1=O	1	-4	-10	9	2	0	1	0	1560	1
N#Cc1nc(-c2ccccc2Cl)oc1NCC1CCCO1 (stereo not drawn)	1.1	-5	-22	-6	-3	-11	-7	-3	1690	1.1
CC1CCN(C(=O)c2cc(N3C(=O)C4C5CCC(C5)C4C3=O)ccc2Cl)CC1 (stereo not drawn)	1	-4	-11	7	7	0	0	-2	1620	1
O=C(Cn1c(NCCO)nc2ccccc21)c1ccco1	1	-2	-3	8	0	4	1	-3	1722	1
CCOC(=O)c1sc(=S)n(-c2cc(F)ccc2F)c1N	1	-3	-9	1	-4	1	0	2	1491	1
O=C1c2ccccc2C(=O)N1CNc1ccccc1	0.9	0	-7	6	3	6	-3	-10	1407	1
O=C(O)CCC(=O)Nc1ccc(Br)cn1	0.9	-5	-12	-2	-5	13	3	-3	1561	1.1
COc1ccccc1NC(=O)/C=C1\NC(=O)CS1	0.9	-5	-16	9	1	10	-3	-1	1730	1.1
NS(=O)(=O)c1ccc(CNC(=O)CSc2ccccc2)cc1	1	2	0	-2	0	2	3	-3	1342	1
COc1ccc(Cc2nc(C(=O)Nc3ccc(Cl)cc3)cs2)cc1	0.1	-4	-8	10	2	x	5	2	1626	1
CCOC(=O)c1sc(C)c2c(=O)n(CC(=O)c3ccc(Br)cc3)nnc12	0.9	-4	4	8	0	9	-2	-2	1434	1
CCN(CC)CCSc1nc(O)c(-c2ccccc2)c(=O)n1-c1ccccc1	1	-1	-6	17	-6	4	-2	12	1675	1
O=C(CSCC(=O)N1CCCc2ccccc21)Nc1nc(-c2ccccc2)cs1	1	-6	-4	-3	5	3	0	-3	1250	1.1

The closing 2 entries of the section above are carried over, then new ones follow:
SMILES	bIAP activator	TNAP inh hi DEA	TNAP inh no acc	PPARg SRC2 recr	Efa HMGR inh	bIAP inh	PPARg SRC-1 ag	PPARg SRC3 recr	TR-FRET SRC-2 ct	TNAP act hiacc
CCN(CC)CCSc1nc(O)c(-c2ccccc2)c(=O)n1-c1ccccc1	1	-1	-6	17	-6	4	-2	12	1675	1
O=C(CSCC(=O)N1CCCc2ccccc21)Nc1nc(-c2ccccc2)cs1	1	-6	-4	-3	5	3	0	-3	1250	1.1
CCc1ccc(-c2nn(Cc3ccccc3)cc2/C=C/C(=O)O)cc1	1	-3	-5	4	0	4	5	4	1698	1
CCOc1ccc(NC(=O)/C(=C\c2ccc(OC(C)=O)c(OC)c2)NC(C)=O)cc1	0.8	9	31	-3	-4	16	-2	-1	1512	0.9
O=C(CSc1ccccc1)Nc1ccc(N2CCOCC2)cc1	0.9	-3	-17	1	-7	9	0	3	1516	1
O=C(NCc1cccnc1)c1cccc(NC(=O)c2ccco2)c1	1	-3	-6	5	3	0	10	18	1543	1
O=C(c1nnc(-c2ccncc2)o1)c1ccccc1Cl	0.9	-1	-10	0	-6	8	5	3	1535	1
O=c1c2[nH]c3ccc(F)cc3c2nc2n1CCS2	1	0	-6	14	1	4	7	2	1837	1
COc1ccc(-n2nc(C(=O)NCc3ccco3)c3c4ccccc4n(C)c3c2=O)cc1Cl	1	4	-4	-4	1	4	3	-3	1574	1
Cc1cc2c(cc1S(=O)(=O)N1CCc3ccccc31)NC(=O)CO2	0.9	-6	-11	2	-2	12	-4	5	1838	1.1
CC(NC(=O)c1ccc2c(c1)OCCO2)c1ccc(S(N)(=O)=O)cc1 (stereo not drawn)	1.1	-5	-8	7	0	-11	4	0	1600	1.1
O=C(CSc1nc2ccccc2[nH]1)NCC1CCCO1 (stereo not drawn)	0.9	-2	-7	-2	1	10	4	1	1575	1
CCOc1ccccc1N1CCN(C(=O)c2ccncc2)CC1	0.9	-8	-7	5	0	7	3	2	1392	1.1
Cc1ccccc1NC(=O)/C(=C/c1ccco1)c1ccccc1	0.6	-1	6	3	-1	38	10	4	1332	1
